Assay outcomes from PubChem.
HUVEC inhibit – inhibitors of HUVEC proliferation, primary screen, cell-based, 384-well | CellTiter-Glo luminescence, 72 h; hits give low values | viability, % at 10 µM (by protocol) | hit rate 1.1% among 86,000;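 active = viability at or below 30%; inactive = viability above 30%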;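 also: 100% = median luminescence of DMSO-only cell control wells on each plate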
Fibroblast inh – antiproliferative effect on LL 47 fibroblasts – human, LL 47 cells, CellTiter-Glo luminescence, primary screen; AID 719, 2007; viability, % at 10 µM; LL 47 human lung fibroblast viability, ATP luminescence; hits give low values; hit rate 1.1% among 85,000;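 active = viability at or below 50% in the single dose screen; inactive = viability above 50%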;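 also: compound exposure lasted 72 h before the ATP readout; 100% = median luminescence of untreated cell-only wells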
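Material: human LL 47 lung fibroblast cells; quantity: 1,150 cells/well; medium: IMEM plus 15% FBS; doses: 0.1% DMSO in all compound wells; timing: overnight attachment after seeding, then 72 h compound exposure at 37 °C; detection: CellTiter-Glo luminescence; measure: % viability of median cell-only signal; controls: cell-only wells, no compound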
ERa coact pot – enhancers of ERα–SRC-1 coactivator binding, primary screen, biochemical, TR-FRET, ERα LBD, low estradiol; AID 639, 2007; hit rate 1.3% among 86,000; coactivator binding (% of control), % at 25.6 µM; TR-FRET ERalpha-LBD/SRC-Cy5 coactivator binding, 2 h; 100 = basal binding, no effect; Estrogen receptor (Homo sapiens), P03372; in the data active = activity above about 200%;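 also: binding measured in presence of low estradiol as agonist stimulus; 0% = peptide alone without receptor and 100% = receptor with peptide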
Target sequence (P03372 whole entry, looked up, the tested form may be a part): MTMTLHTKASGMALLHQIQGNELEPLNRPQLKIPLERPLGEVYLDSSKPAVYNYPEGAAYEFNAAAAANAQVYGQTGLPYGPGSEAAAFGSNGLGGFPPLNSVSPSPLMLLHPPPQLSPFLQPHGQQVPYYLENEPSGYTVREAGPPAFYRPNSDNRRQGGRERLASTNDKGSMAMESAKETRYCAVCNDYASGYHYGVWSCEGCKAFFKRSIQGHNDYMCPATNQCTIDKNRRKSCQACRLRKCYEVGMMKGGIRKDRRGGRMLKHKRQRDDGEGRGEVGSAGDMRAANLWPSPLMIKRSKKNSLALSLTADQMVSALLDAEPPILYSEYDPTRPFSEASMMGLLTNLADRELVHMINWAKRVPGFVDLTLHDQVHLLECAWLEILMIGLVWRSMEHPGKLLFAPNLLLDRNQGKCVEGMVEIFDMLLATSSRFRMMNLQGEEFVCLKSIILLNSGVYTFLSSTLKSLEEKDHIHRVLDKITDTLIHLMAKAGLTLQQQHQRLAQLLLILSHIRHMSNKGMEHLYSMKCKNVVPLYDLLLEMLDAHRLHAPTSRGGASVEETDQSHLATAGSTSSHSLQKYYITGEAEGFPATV
H69AR inhibit – proliferation blockers of H69AR lung cancer cells, primary screen, cell-based, human, 86K library; viability, % at 10 µM; H69AR lung tumor viability, ATP luminescence, 72 h; hits give low values; hit rate 6% among 85,000;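 active = viability at or below 40%; inactive = viability above 40%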;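 also: multidrug resistant small cell line overexpressing MRP-1 efflux transporter; 100% = mean luminescence of untreated control wells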
ERb SRC1 inh – inhibitors of ERβ-SRC1 coactivator interaction, primary screen, biochemical, TR-FRET, ERβ LBD, SRC-1 peptide; Estrogen receptor beta (Homo sapiens), Q92731; TR-FRET ER-beta LBD / SRC1-Cy5 peptide binding; receptor agonist-loaded with 1 µM estradiol; inhibition, % at 25.6 µM; hit rate 1.3% among 86,000; AID 633, 2007;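 active = compounds whose percent inhibition of the receptor-coactivator binding signal exceeds about 50% in the single-dose screen, limit read from the data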;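 also: 0% = receptor plus peptide wells without compound and 100% = peptide-only wells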
Smad3 inh – Smad3/FoxH1 peptide binding inhibitors, primary screen, biochemical, TR-FRET | TR-FRET Smad3/Dy647-FoxH1 peptide binding, europium anti-His | inhibition, % at 25 µM | hit rate 0.29% among 88,000 | AID 630, 2007;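 active = compounds that reduce the energy-transfer binding signal between the protein and its labelled peptide by more than half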;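 also: 0% = Smad3 plus labelled peptide maximal FRET and 100% = peptide-only background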
Target sequence (P84022 whole entry, looked up): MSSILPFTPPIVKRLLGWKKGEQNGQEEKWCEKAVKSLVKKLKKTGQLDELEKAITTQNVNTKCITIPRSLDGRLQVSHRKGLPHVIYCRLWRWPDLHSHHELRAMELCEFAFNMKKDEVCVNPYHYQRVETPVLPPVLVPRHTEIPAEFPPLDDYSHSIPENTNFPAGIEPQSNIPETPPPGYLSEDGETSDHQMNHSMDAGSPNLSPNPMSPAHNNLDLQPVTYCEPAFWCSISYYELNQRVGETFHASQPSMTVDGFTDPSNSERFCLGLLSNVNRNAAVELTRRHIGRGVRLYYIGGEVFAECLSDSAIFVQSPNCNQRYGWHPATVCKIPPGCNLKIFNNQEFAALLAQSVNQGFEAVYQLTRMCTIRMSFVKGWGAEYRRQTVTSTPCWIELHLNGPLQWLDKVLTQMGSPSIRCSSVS
sEH act – soluble epoxide hydrolase activators, primary screen, biochemical, human sEH. purified human sEH enzymatic activity, activator screen. activation, % at 2 µM. hit rate 0.04% among 91,000. AID 717, 2007; in the data active = activation above about 37%; also: values of inactives mirror those of a sister screen read the other way
ERa coact inh – ERα–SRC-1 coactivator interaction inhibitors, primary screen, biochemical, TR-FRET, ERα LBD, estradiol-bound. hit rate 1.7% among 86,000. inhibition, % at 25.6 µM. TR-FRET ER-alpha LBD / SRC-1 peptide; in the data active = inhibition above about 50%;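 also: 0% = receptor plus peptide control and 100% = peptide only without receptor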
Candida biofilm – clotrimazole potentiators killing Candida biofilms, primary screen, with clotrimazole, Alamar Blue; C. albicans biofilm + clotrimazole; hit rate 0.14% among 85,000; inhibition, % at 6 µM; AID 834, 2007;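 active = inhibition above 20%; inactive = inhibition below 20%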;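 also: preformed 24 hr biofilms exposed to compound for 48 hr; 0% = biofilm without compound and 100% = blank killed by clotrimazole plus chlorhexidine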
* marks the source's active call; other numbers are inactive results; nt = not tested or not shown; [ ] = remark or other dose.

Sample of the layout, two compounds:
Each structure is followed by: HUVEC inhibit, Fibroblast inh, ERa coact pot, H69AR inhibit, ERb SRC1 inh, Smad3 inh, sEH act, ERa coact inh, Candida biofilm
Cc1ccc(C)c(SCC(=O)OCC(=O)c2ccco2)c1
    95, 101, 70[fluorescence artefact?], 96, 63*, 7, 12, 65*, 4
COc1ccc(CNc2oc(C)nc2C#N)cc1
    86, 97, 121, 89, -9, -1, -3, -4, 6

This part in full (from the top)
Each structure is followed by: HUVEC inhibit, Fibroblast inh, ERa coact pot, H69AR inhibit, ERb SRC1 inh, Smad3 inh, sEH act, ERa coact inh, Candida biofilm
Cc1ccc(C)c(SCC(=O)OCC(=O)c2ccco2)c1
    95, 101, 70[fluorescence artefact?], 96, 63*, 7, 12, 65*, 4
COc1ccc(CNc2oc(C)nc2C#N)cc1
    86, 97, 121, 89, -9, -1, -3, -4, 6
CCOC(=O)N1CCN(Cc2nc3c(c(=O)n(C)c(=O)n3C)n2Cc2ccccc2C)CC1
    94, 95, 111, 58, -4[fluorescence artefact?], -5, nt, 3[fluorescence artefact?], 1
CN1C(=O)CC(N2CCN(C(c3ccccc3)c3ccccc3)CC2)C1=O (stereo not drawn)
    95, 93, 121, 108, -1, 0, 19, -4, -1
O=C(CNC(=O)c1cccs1)NC1=NCCS1
    95, 96, 119[fluorescence artefact?], 103, -6, -2, -9, -6, 8
Nc1cc(=O)[nH]c(=O)n1Cc1ccco1
    84, 92, 120, 87, -18[fluorescence artefact?], -1, 2, -24, 6
CC1CN(C2CCCCC2)c2nc3c(c(=O)n(C)c(=O)n3C)n2C1 (stereo not drawn)
    85, 86, 118[fluorescence artefact?], 55, -1[fluorescence artefact?], 4, 14, 0, 7
O=C(Nc1nc2ccccc2[nH]1)C12CC3CC(CC(C3)C1)C2
    95, 73, 123, 46, -1[fluorescence artefact?], 5, -14, 0[fluorescence artefact?], 2
O=C(CN(CCc1ccccc1)C(=O)CNS(=O)(=O)c1ccccc1)NCC1CCCO1 (stereo not drawn)
    115, 99, 117, 98, -7, -9, 6, 0, 4
CCN(CC)Cc1c(-c2ccccc2)[nH]c2ccc(C)cc2c1=O
    102, 101, 108, 59, -8, 8, 8, -6, 3
COc1ccc(Cl)cc1NC(=O)COC(=O)/C=C/c1c(C)nn(C2CCS(=O)(=O)C2)c1Cl (stereo not drawn)
    77, 89, 128, 68, 9, 0, 6, -7[fluorescence artefact?], 7
O=C(CSc1nnc(Cc2cccs2)n1-c1ccccc1)NCc1ccc2c(c1)OCO2
    103, nt, 113, 97, -4, 2, 0, -5, 5
COc1ccc(C2(C(=O)Nc3cc(C)on3)CCOCC2)cc1
    98, 99, 110, 98, -8, -5, 6, -6, 11
CCOC(=O)c1cc2c(=O)n3ccccc3nc2n(CCOC)c1=NC(=O)c1ccncc1
    97, 98, 99, 65, -1, -1, -8, 12, -1
N#Cc1ccc(OCc2nnc(SCC(=O)N3CCCc4ccccc43)n2-c2ccccc2)cc1
    95, 93, 129, 80, -3, 8, 4, 13, 4

The list goes on:
Each structure is followed by: HUVEC inhibit, Fibroblast inh, ERa coact pot, H69AR inhibit, ERb SRC1 inh, Smad3 inh, sEH act, ERa coact inh, Candida biofilm
O=C(CSc1nc2ccccc2o1)Nc1ccc(N2CCOCC2)c(Cl)c1
    106, 97, 113, 93, 15, 9, -36, 11, 6
COC(=O)CC1(c2cccc3ccccc23)C(=O)c2ccccc2C1=O
    74, 96, 82, 72, 9[fluorescence artefact?], 6, -6, 2[fluorescence artefact?], 3
CC1(C)NC(=O)N(CC(O)COc2ccccc2-c2ccccc2)C1=O (stereo not drawn)
    99, 106, 109, 79, 11[fluorescence artefact?], -2, 3, -5, 5
COc1cc(-c2nc(S(=O)(=O)c3ccc(C)cc3)c(N3CCOCC3)o2)cc(OC)c1OC
    87, 101, 90[fluorescence artefact?], nt, 3[fluorescence artefact?], -17, 9, -1, 4
CC1(C)Cc2c(sc3c4nnnn4c4nnnn4c23)CO1
    54, 93, 43[fluorescence artefact?], 2.5*, 6, 11, nt, 80*, 6
O=C(Nc1cc(C(F)(F)F)ccc1N1CCCCC1)c1ccco1
    97, 92, 693*[fluorescence artefact?], 86, 2, 2, 17, -9, 4
c1ccc(CCN2CCN(c3ncnc4c3cnn4-c3ccccc3)CC2)cc1
    60, 98, 118, 34*, -14, 2, 2, -4, 0
CCCCn1c(NCc2ccc3c(c2)OCO3)nc2ccccc21
    85, 98, 90, 85, -19, 5[fluorescence artefact?], 4, -6[fluorescence artefact?], 5
Cc1cc(C)n2ncc(C(=O)NCc3ccccc3)c2n1
    94, 109, 150, 85, 0, 3, -5, -1, 8
c1nc(N2CCOCC2)c2[nH]cnc2n1
    86, 103, 126, 98, 0, 11, 10, 10, 4
Cc1nnc(SCCn2c(N3CCN(Cc4ccccc4)CC3)nc3c2c(=O)[nH]c(=O)n3C)s1
    96, 95, 122, 58, 2, -3, nt, -5, 6
CCCCN(C)CCCNC(=O)c1cccc(N2CCCC2=O)c1
    100, 108, 106, 99, 1, -7, 0, 6, 2
CCNS(=O)(=O)c1c(C)cc(N2CCCC2=O)cc1C
    101, 102, 115, 97, -7, 7, 2, 3, 6
COc1ccc(NC(=O)CSc2nnc(-c3cccs3)n2C)cc1OC
    100, 96, 95, 83, -3, -1, nt, -15, -3
Cc1cc(C)n2nc(SCCC(=O)NCCc3ccccc3)nc2n1
    98, 101, 130, 94, -2[fluorescence artefact?], -1, -52, -4[fluorescence artefact?], 4

(cont.)
Each structure is followed by: HUVEC inhibit, Fibroblast inh, ERa coact pot, H69AR inhibit, ERb SRC1 inh, Smad3 inh, sEH act, ERa coact inh, Candida biofilm
O=C(NCCc1ccc(F)cc1)c1cccs1
    106, 106, 94, 102, -12, 5[fluorescence artefact?], -8, 3, -5
Nc1nc(-c2ccco2)c(-c2ccco2)s1
    88, nt, 63[fluorescence artefact?], 97, 54*, 7, -3, 35[fluorescence artefact?], 6
O=C(CN(C(=O)Cn1nnc(-c2cccs2)n1)c1ccc2c(c1)OCCO2)NCC1CCCO1 (stereo not drawn)
    109, 103, 100, 86, -4, -11, -2, -3, 4
O=C(CN1CCN(CC(=O)Nc2ccccn2)CC1)Nc1ccccn1
    100, 96, 77, 91, 0, -10, 1, 0, -2
Cc1ccc(C)c(N(CC(=O)NCc2ccc3c(c2)OCO3)C(=O)CCC(=O)Nc2ccccn2)c1
    98, 94, 113, 84, -1, 6, -2, -3, nt
COc1ccc(CC(=O)N2CCOCC2)cc1
    96, 110, 83, 93, -2, 11, 6, 1, 8
O=C(c1ccco1)c1cc2c(ccc3ccccc32)oc1=O
    86, 90, 96, 83, -7, -5, -5, 6, 1
COC(=O)c1ccc2nc(C(F)(F)F)[nH]c2c1
    100, 109, 88, 102, 30, -6, 15, 4, -2
CCN(CC)S(=O)(=O)c1ccc(NS(=O)(=O)c2cccc(C)c2)cc1
    102, 98, 113, 102, 10, -1, -4, -5, 3
CC(C)(C)c1ccc(-c2nc(-c3ccncc3)no2)cc1
    66, 92, 99, 96, -7, 3, 10, -7, 1
COc1ccc(C(=O)c2ccc(OC)c(OC)c2)cc1
    106, 113, 69[fluorescence artefact?], 91, -1, -13, -6, -4, -2
Cc1cccn2c(=O)c3cc(C#N)c(=O)n(CCCN4CCOCC4)c3nc12
    98, 88, 123, 83, 11, 2, 4, 20[fluorescence artefact?], 6
COc1cc(=O)n(C)c2ccccc12
    91, 108, 114, 91, -8, -13, 11, -11, -4
CN(C)c1nc(C(=O)NN)nc(N(C)C)n1
    98, 94, 110, 99, 0, -4, -6, -11, 2
CC(O)c1nc2ccccc2n1C/C=C/c1ccccc1 (stereo not drawn)
    102, 99, 110, 91, -33, 9, 10, -37, 3

An excerpt from above in order of the ERa coact inh value, ascending.
Structure,ERa coact inh
O=C(CNC(=O)c1cccs1)NC1=NCCS1,-6
COc1cc(-c2nc(S(=O)(=O)c3ccc(C)cc3)c(N3CCOCC3)o2)cc(OC)c1OC,-1
O=C(CN(CCc1ccccc1)C(=O)CNS(=O)(=O)c1ccccc1)NCC1CCCO1 (stereo not drawn),0

(further entries)
Each structure is followed by: HUVEC inhibit, Fibroblast inh, ERa coact pot, H69AR inhibit, ERb SRC1 inh, Smad3 inh, sEH act, ERa coact inh, Candida biofilm
CC(c1nnc(Sc2nnnn2-c2ccccc2)n1-c1ccc(F)cc1)N(C)C (stereo not drawn)
    94, 86, 87, 71, -5, -11, 2, 2, nt
Cc1ccc(C(=O)CSc2nc(C)cc(=O)[nH]2)cc1
    85, 91, 101, 87, -4[fluorescence artefact?], -17, 4, 2, 7
O=C(O)c1cccc(Nc2ncnc3ccccc23)c1
    87, 98, 104, 83, 6, 4, nt, 1, 3
CC(=O)C1=C(O)C(=O)N(CCc2c[nH]c3ccccc23)C1c1cccc(O)c1 (stereo not drawn)
    101, 101, 84, 91, 5, 2, -8, -5[fluorescence artefact?], -4
C=CCNc1nc(-c2ccccc2)nc(-n2ccnc2)n1
    82, 85, 105, 81, -2, -5[fluorescence artefact?], -3, 0, 4
COc1ccccc1NC(=O)COc1ccccc1
    86, 98, 110[fluorescence artefact?], 94, -3, 5, -9, -3, -2
CCOC(=O)N1CCN(S(=O)(=O)c2ccc(OC)c(Cl)c2Cl)CC1
    86, 96, 104, 79, -3, -13, 3, 3, 7
CCN(CC(=O)Nc1ccccc1Br)Cc1nc2ccccc2c(=O)[nH]1
    91, 94, 92, 87, -10, -7, -2, -11, 3
CCOc1ccc2c(c1)C(c1ccc(C)cc1)=NNC(c1ccc(OC)cc1)=N2
    103, 96, 92, 50, 3, 12, -3, 1, -2
COc1ccc(C(=O)NC2CCCCC2)cc1S(=O)(=O)N1CCCC1
    99, 95, 117, 89, -4, -3, 10, -11, 5
O=C(Nc1cccc2ccccc12)N1CCN(c2ccccc2)CC1
    93, 90, 104, 93, -7[fluorescence artefact?], 22, -14, -19, 4
O=C(Cn1cc(C(F)(F)F)ccc1=O)N1CCN(S(=O)(=O)c2ccccc2)CC1
    106, 99, 118, 73, 0, 1, 0, -3, 2
O=C(Nc1ccc(Br)cc1)C1CC=CCC1C(=O)OCC1CCCO1 (stereo not drawn)
    92, 106, 93, 99, -3, -13, -35, -1, -1

This is a subset; the hit share may differ from the screen's.
